PLCg1 inh: blocks human PLC-gamma1 enzyme activity. 370,000 compounds, 0.84% hits. P19174. inhibition, % at 12.2 µM. purified PLC-gamma1, fluorogenic substrate, fluorescence; in the data active = inhibition above about 9.5%
DDE Tn7 FP inh: DD(E)-Tn7 binding inhibition, primary FP screen | FP displacement of FITC-Tn7 peptide from fibrin DD(E); 0% = median of compound wells per plate | inhibition, % at 8.3 µM | 370,000 compounds, 0.13% hits;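 active = inhibition above the mean of compounds falling within the control limits plus 3 SD of them, cut at about 14% in these data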;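 note: 0% = plate median of compound wells and 100% = 10 µM Aha-Tn7 peptide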
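Measure: % inhibition scaled between sample-field median and high-control FP; Test system: human fibrin DD(E); Quantity: 2 µM final DD(E) protein; Doses: one dose, 8.3 µM nominal; Schedule: compound with protein 10 min, then 3 h after probe, room temperature; Detection: fluorescence polarization; Medium: Tris buffer with calcium and detergent, pH 7.8.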
HGIII-sPLA2 inh: Blocks human group III sPLA2 activity; Q9NZ20; QFRET BODIPY PC-A2 liposome hydrolysis, fluorescence; inhibition, % at 12.2 µM; 370,000 compounds, 0.56% hits; AID 743126;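 active = inhibition above mean plus 3 SD of compounds lying within the high and low control bounds, cut at about 19% in these data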;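 note: 0% = median of test compound wells and 100% = no enzyme DMSO wells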
ASAP1 GAP inh: blocks human ASAP1-stimulated Arf1 GTP hydrolysis. Q9ULH1. 360,000 compounds, 0.19% hits. GDP FP detection. inhibition, % at 16.5 µM. AID 624377; in the data active = inhibition above about 25%;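 note: 0% = vehicle with enzyme and substrate and 100% = no enzyme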
PLCb3 inh: PLC-beta3 (human) inhibition, primary screen; 370,000 compounds, 0.18% hits; Purified PLC-beta3, fluorogenic substrate, fluorescence; Q01970; AID 720704; inhibition, % at 12.2 µM; in the data active = inhibition above about 11%;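 note: 0% = median of compound wells on plate and 100% = full blocker control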
Tn6 DDE FP: disrupts Tn6 cyclic peptide binding to fibrin D-Dimer-E complex. P02675. Fibrin DD(E) TRITC-Tn6 fluorescence polarization displacement. inhibition, % at 8.3 µM. 370,000 compounds, 0.21% hits;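 active = inhibition above a per-campaign cutoff: mean of compounds within control limits plus 3 SD, cut at about 15% in these data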;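 note: 0% = median of all compound wells on the plate and 100% = blocking peptide control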
ARFGAP1 inhibitor: inhibits rat ARF GTPase activating protein 1; Q62848; Arfgap1-stimulated ARF1 GTP hydrolysis, GDP FP detection; inhibition, % at 16.5 µM; 360,000 compounds, 0.26% hits; AID 651572;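 active = inhibition above a per-plate limit, mean inhibition of low control wells plus 3 SD, cut at about 25% in these data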;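 note: 0% = DMSO wells with enzyme and 100% = wells lacking Arfgap1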
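Material: rat Arfgap1 catalytic domain, aa 1-136; also added: human ARF1(Δ1-17)-GTP substrate; compound dosing: one concentration, 16.5 µM, DMSO 1.26%; incubation: GTP hydrolysis reaction 2 h at 25 °C; measured by: Tracer-displacement fluorescence polarization with EDTA stop, 620/688 nm; evaluation: % inhibition from polarization; repeats: one replicate per compound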
proKLK7 act: proKLK7 (human) activation, primary screen; P49862; purified proKLK7, EDANS-DABCYL substrate fluorescence; 100% is mature enzyme control, 0% vehicle; activation, % at 7 µM; 370,000 compounds, 0.9% hits; AID 652039;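 active = activation above the mean of all tested compounds plus 3 SD, computed per campaign excluding outliers beyond control limits, cut at about 13% in these data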
NR1D1 modulator: modulates human Rev-erb alpha binding to DNA. activity, % at 10 µM. 370,000 compounds, 0.79% hits. P20393. Rev-erbα–FITC-DNA binding, fluorescence polarization, 90 min;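 active = activity above about 14%, limit read from the data; passing the limit was not always enough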;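 note: 0% = DMSO wells with 35 nM protein and 100% = DMSO wells with 750 nM protein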
UHRF1 MBD2 ctr: blocks human UHRF1 binding to methylated DNA; UHRF1 binding to methylated oligo, TR-FRET; inhibition, % at 4.4 µM; 370,000 compounds, 0.75% hits; AID 687016; in the data active = inhibition above about 21%;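 note: UHRF1 SRA domain binding a hemimethylated CpG hairpin DNA probe; 0% = median of test compound wells and 100% = reference inhibitor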
* marks the source's active call; other numbers are inactive results; i = inactive. Compounds as they come. Share with any hit: about 4.5%.

Fields – PLCg1 inh | DDE Tn7 FP inh | HGIII-sPLA2 inh | ASAP1 GAP inh | PLCb3 inh | Tn6 DDE FP | ARFGAP1 inhibitor | proKLK7 act | NR1D1 modulator | UHRF1 MBD2 ctr
O=S(=O)(c1ccccc1)N1CCN(CC(O)COc2ccc3c(c2)CCC3)CC1 (stereo unspecified)
    -1 | 2 | -25 | 7 | 0 | -5 | -4 | -0.4 | 3 | 5
CCC(=O)N1CCN(c2ccc(Cl)cc2NC(=O)c2cccc([N+](=O)[O-])c2)CC1
    -1 | -8 | 4 | -9 | -9 | -4 | 3 | 0.1 | -2 | 0
CCOC(=O)C1CCN(S(=O)(=O)c2cn(C)cn2)CC1
    0 | 3 | 6 | 0 | -6 | 11 | 0 | -0.4 | 7 | 6
CCn1c(SCC(=O)NCC2CCCO2)nnc1-c1ccccc1OC (stereo unspecified)
    3 | 0 | 6 | -9 | -7 | 1 | -1 | 0.1 | 7 | -1
CCN(CC)C(=O)CNC(=S)N(CCCN1CCOCC1)Cc1cccs1
    4 | -3 | 20* | 9 | 0 | -7 | -4 | -0.6 | 5 | 6
CCCC(=O)NCn1nnc(-c2ccc(Cl)cc2)n1
    2 | 10 | -3 | -9 | -2 | -2 | 5 | -0.1 | 0 | -4
CC1=C(C)CC(C(=O)NCc2ccccn2)C(C(=O)O)C1 (stereo unspecified)
    -1 | -2 | -5 | -7 | -5 | -2 | -4 | -0.1 | -4 | 3
COc1cccc(C(=O)N2CCC2(C)C(=O)NC(C)C)c1 (stereo unspecified)
    6 | 6 | 5 | -6 | 4 | 13 | -22 | -0.2 | -6 | -1
COc1ccc(CNC(=O)C(C)n2ccc3cc(S(=O)(=O)N4CCCCCC4)ccc32)cc1 (stereo unspecified)
    8 | -1 | -24 | -4 | 4 | -12 | 4 | 1.2 | 9 | 4
Cc1ccc(C)c(S(=O)(=O)C(C#N)c2nc3ccccc3nc2N2CCCC2)c1 (stereo unspecified)
    0 | -1 | 2 | -4 | -8 | -5 | -8 | -0.1 | -7 | -7
NC(=O)c1c(NC(=O)COC(=O)c2ccc(S(=O)(=O)Nc3ccccc3)cc2)sc2c1CCCC2
    -7 | -4 | 0 | 5 | -13 | -12 | -5 | 0.2 | -12 | -2
CCn1cc(CN2CCC(n3nccc3NC(=O)CCOc3ccccc3)CC2)cn1
    13* | 2 | 0 | -6 | -2 | 8 | 7 | -0.1 | 2 | 1
CCOC(=O)/C=c1\s/c(=C\c2ccc3c(c2)OCCO3)c(=O)n1CC(=O)NCC1CCCO1 (stereo unspecified)
    0 | 2 | 2 | 9 | -1 | -6 | -2 | -1.6 | 1 | 3
CCN(CC)c1ccc(C(=O)NNC(=O)CCNC(=O)c2ccccc2)cc1
    -2 | -4 | -3 | -11 | -5 | -1 | -9 | 0.1 | -4 | 0
COc1cc(NC(=S)NNC(=O)C(C)(C)O)cc(OC)c1
    0 | 5 | 12 | -7 | -13 | -3 | -3 | -1.1 | 8 | 5
Cc1nc2nc(NCc3cccs3)nn2c(C)c1Cl
    -38 | 2 | 8 | 2 | -54 | -9 | -5 | 3.1 | 0 | -1
COc1ccc2oc(-c3ccccc3)c(C(=O)O)c2c1
    -343 | -7 | -10 | 5 | i | 1 | -9 | 6.5 | 5 | 5
CCn1ncc(Br)c1C(=O)Nc1ccc(-c2ccno2)cc1
    1 | 2 | -7 | 4 | -1 | -3 | 5 | 0.2 | 15 | 0
CCN(CCN1CCCC1)C(=O)C1CCC(=O)N(CCCN2CCOCC2)C1 (stereo unspecified)
    -1 | 0 | 0 | -17 | -7 | 0 | -12 | -0.2 | -2 | 0
N#CCSc1nc(-c2ccccc2)nc2ccccc12
    1 | -7 | -6 | -6 | -4 | 3 | 3 | -0.1 | 10 | -1
O=C(N/N=C/c1ccncc1)c1ccccc1
    0 | -3 | 1 | -2 | -1 | 3 | 7 | 0.7 | 3 | 1
CN(C(=O)c1cc(Cl)c2c(c1)OCCO2)c1c(N)n(Cc2ccccc2)c(=O)[nH]c1=O
    5 | -4 | 10 | 4 | 2 | 2 | 15 | 0.5 | -1 | 2
C#CCOCCOCCOCCNc1nc(N2CCN(C(=O)[C@H]([C@@H](C)CC)n3cc(CCC(=O)O)nn3)CC2)nc(N2CCN(C(=O)[C@H](Cc3ccc(O)cc3)n3cc(CCO)nn3)CC2)n1
    2 | -1 | -17 | -9 | 0 | 1 | -1 | 0.2 | -8 | 4
CCN(CC)CCNC(=O)CCc1nnc2ccc(N3CCC(C)CC3)nn12
    1 | -5 | -1 | -3 | -5 | 6 | -2 | -0.8 | 1 | -2
COc1cc(C=NCc2ccccc2)ccc1O
    -9 | 7 | 6 | -19 | -7 | 8 | -6 | -0.8 | -1 | -2
CCCCNC(=O)c1nc(-c2ccc(C(F)(F)F)cc2)oc1-c1ccccc1
    0 | -2 | 3 | 2 | 3 | 6 | 0 | 0.1 | -5 | 2
COc1ccc(-c2ccc3c(c2)S(=O)(=O)c2cccc(C(=O)N4CCN(c5ccc(Cl)cn5)CC4)c2C3=O)cc1OC
    -17 | 7 | -1 | -12 | -21 | -4 | -8 | 0.3 | 0 | 1
CC(=O)c1ccc(NC(=O)CSc2nc3[nH]c(=O)cc(O)c3s2)cc1
    2 | 7 | 8 | 6 | -2 | -1 | 4 | 0.5 | -3 | -1
Cc1ccccc1S(=O)(=O)N(CC(O)CN1CCCCC1)c1ccccc1 (stereo unspecified)
    1 | 0 | -1 | -13 | -6 | 9 | 7 | -0.2 | -1 | 2
COCCNC(=O)C1=NOC(Cn2cc(C#N)c(=O)n(C)c2=O)C1 (stereo unspecified)
    0 | -6 | 0 | -7 | 2 | 4 | 1 | 0.2 | -5 | 2
CCCn1c(SCC(=O)NC(C)C23CC4CC(CC(C4)C2)C3)n[nH]c1=O (stereo unspecified)
    -4 | 6 | 5 | -1 | 1 | 2 | 7 | 0.4 | -6 | 2
CCOC(=O)c1ccccc1NC(=O)CSc1nnc(Cc2cccn2C)n1-c1ccc(C)cc1
    3 | -6 | -15 | 0 | -9 | 1 | 6 | 0.6 | 3 | 0
CCCCN(C)CCCNC(=O)C1CCC(CNS(=O)(=O)c2c(C)cc(C)cc2C)CC1 (stereo unspecified)
    0 | 3 | -9 | -5 | -6 | 3 | 13 | 0.5 | 1 | 2
CN(CC(=O)Nc1ccc(F)c(F)c1F)C(=O)C1=NN(c2ccccc2)C(=O)CC1
    -4 | -3 | 7 | -6 | -7 | -7 | 13 | -0.4 | -11 | -4
O=C(c1ccccc1)C1CCc2occc2C1=O (stereo unspecified)
    5 | -4 | 3 | -7 | 3 | 1 | 3 | -0.1 | -2 | 0
Nc1c(N(Cc2ccco2)C(=O)c2ccc(Br)cc2)c(=O)[nH]c(=O)n1Cc1ccccc1
    -13 | 3 | -10 | 23 | -19 | -4 | 9 | 0.7 | 7 | -2
C/C(=N\Nc1cccc2cccnc12)c1ccccn1
    3 | 4 | 10 | 1 | -7 | -4 | 14 | -0.2 | 2 | -1
Cc1nc2ccc(NS(=O)(=O)c3cccc([N+](=O)[O-])c3)cc2s1
    1 | -9 | -12 | -6 | 4 | -1 | 0 | -0.4 | 0 | -2
O=C(NNC(=O)c1ccccc1Cl)c1ccc(-n2cncn2)c([N+](=O)[O-])c1
    5 | -3 | -3 | -6 | -2 | 6 | -3 | -0.4 | -9 | 3
Cc1cc(C(=O)OCC(=O)Nc2c(F)cccc2F)c(C)n1-c1ccccc1
    -1 | -8 | -12 | -5 | 3 | 10 | 9 | 0.1 | 8 | -1

Structures listed so far marked active in HGIII-sPLA2 inh:
Fields – PLCg1 inh | DDE Tn7 FP inh | HGIII-sPLA2 inh | ASAP1 GAP inh | PLCb3 inh | Tn6 DDE FP | ARFGAP1 inhibitor | proKLK7 act | NR1D1 modulator | UHRF1 MBD2 ctr
CCN(CC)C(=O)CNC(=S)N(CCCN1CCOCC1)Cc1cccs1
    4 | -3 | 20* | 9 | 0 | -7 | -4 | -0.6 | 5 | 6

(next part)
Fields – PLCg1 inh | DDE Tn7 FP inh | HGIII-sPLA2 inh | ASAP1 GAP inh | PLCb3 inh | Tn6 DDE FP | ARFGAP1 inhibitor | proKLK7 act | NR1D1 modulator | UHRF1 MBD2 ctr
COC(=O)C1=C(C)Nc2ccc(C)cc2S1
    -2 | 3 | 1 | 8 | -5 | 1 | -1 | -0.5 | 3 | 1
COc1ccc(CC(=O)Nc2cc(NC(=O)Cc3ccc(OC)c(OC)c3)cc(C(=O)O)c2)cc1OC
    -6 | -4 | -12 | 5 | -12 | -6 | 8 | -0.8 | 0 | -2
CC(C)c1ccc(N(CC(=O)NC2CCCC2)C(=O)CCC(=O)Nc2ccccn2)cc1
    4 | 2 | 5 | 10 | 0 | 5 | 1 | 0.1 | -2 | 1
CSc1ccc(/C=N\NC(=O)COc2ccc(Cl)cc2Br)cc1
    2 | -11 | -2 | 1 | -2 | -1 | 11 | -0.5 | 8 | 1
Cc1cccc(Oc2ncc(-c3ccc(Cl)cc3)cn2)c1
    2 | -1 | 6 | 5 | 0 | -11 | 14 | 0.1 | 4 | 1
O=C1CCC(C2CCc3cc(O)ccc3C2)C1 (stereo unspecified)
    -13 | 0 | -4 | 3 | -11 | -2 | -4 | -0.5 | 1 | 6
CC(C)CC1CC(C)(c2csc(NNC(=O)c3ccccc3)n2)OC1=O (stereo unspecified)
    -4 | 1 | -9 | -4 | -2 | 7 | -18 | 0.5 | -5 | -2
COc1ccc(NC(=O)COC(=O)C2COc3ccccc3O2)cc1 (stereo unspecified)
    1 | 1 | 3 | -3 | 1 | 13 | -1 | 0.7 | 1 | -1
CCCCN1C(Nc2ccccc2)=NC[C@@H]1Cc1ccccc1
    5 | -1 | 3 | -8 | 3 | 3 | -2 | -0.1 | -7 | 0
Cc1ccc(SCC(=O)NCCN2C(=O)CSC2=O)cc1C
    2 | -4 | -4 | -2 | 3 | 0 | 8 | 0.2 | -6 | -1
O=C(Cn1cnc2c(NCc3ccccc3)ncnc21)NCc1ccccn1
    0 | -5 | -3 | 10 | 1 | 3 | -5 | 0.6 | -4 | -2
C#CCSc1nccc(-c2nn(-c3ccc(C)cc3)ccc2=O)n1
    -312 | -4 | -7 | 1 | -365 | 11 | 19 | 2.3 | -5 | -3
CCN(Cc1cc2ccccc2[nH]c1=O)C(=O)c1cccc([N+](=O)[O-])c1
    4 | 0 | -2 | -6 | 1 | 4 | 2 | 0.1 | 2 | 3
Cc1csc2ncnc(N3CCN(S(=O)(=O)c4cccc(C(F)(F)F)c4)CC3)c12
    -1 | 8 | 7 | -3 | -5 | 3 | 5 | -0.9 | 4 | 4
Cc1cnc(C(=O)OCc2csc(CC(=O)Nc3ccccc3C)n2)cn1
    -2 | 2 | -10 | -7 | -8 | 2 | -5 | -0.2 | 12 | -1

Bioassay records: PubChem BioAssay, several laboratories
